XIAP antagonists: XIAP antagonists, biochemical, IAP family, fluorescence polarization (AID 1018) | displacement, % at 20 µM, or IC50 in µM where a hit was titrated | 200,000 compounds, 0.007% hits | XIAP BIR domain, fluorescence polarization peptide displacement; higher % means a stronger effect; in the data active = displacement above about 50%; also: a part of the inactive calls stands beside numbers as strong as those of hits
M1AAP inhibition: P. falciparum M1AAP inhibitors, biochemical, fluorogenic H-Leu-NHMec substrate, 1536-well (AID 1445). inhibition, % at 30 µM, or IC50 in µM where a hit was titrated. 220,000 compounds, 0.42% hits. Aminopeptidase N (Plasmodium falciparum (isolate 3D7)). recombinant M1AAP, H-Leu-NHMec fluorogenic kinetic assay; higher % means a stronger effect;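 active = primary inhibition above the hit cutoff, then over 50% inhibition at one or more dose response concentrations, cut at about 23% in these data, passing the limit was not always enough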;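 also: plate controls were DMSO full reaction for no effect and no enzyme background for full effect; strong numbers were not always called active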
human PMI inhibition: inhibitors of human PMI, primary screen, biochemical, fluorescence intensity, coupled assay (AID 1209). Mannose-6-phosphate isomerase (Homo sapiens). purified PMI enzyme, coupled fluorescence intensity; higher % means a stronger effect. 190,000 compounds, 0.42% hits. inhibition, % at 20 µM; hits with a dose series show IC50 in µM;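 also: plate controls were DMSO vehicle for no effect and wells lacking substrate for full effect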
AID2073: inhibitors of Mint1-CaV2.2 protein interaction, biochemical, HTRF (AID 2073). one-dose inhibition, % at 20 µM; IC50 in µM for titrated hits. 290,000 compounds, 0.19% hits. HTRF protein-protein interaction, Mint1-CaV2.2; higher % means a stronger effect. Voltage-dependent N-type calcium channel subunit alpha-1B (Homo sapiens); in the data active = inhibition mostly above about 51%, no sharp cut-off; also: some results filed as inactive read as strong as hits
LYP inhibition: inhibitors of LYP phosphatase, biochemical, fluorescence intensity, uHTS (AID 1779); inhibition, % at 11.5 µM, or IC50 in µM where a hit was titrated; recombinant LYP phosphatase, fluorescence intensity; higher % means a stronger effect; 290,000 compounds, 0.054% hits;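 also: plate controls were vehicle with enzyme for no effect and no enzyme for full effect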
P. falciparum M17LAP: P. falciparum M17LAP inhibitors, primary screen, biochemical, fluorogenic H-Leu-NHMec substrate, 1536-well (AID 1619). inhibition, % at 30 µM, or IC50 in µM where a hit was titrated. recombinant M17LAP, H-Leu-NHMec fluorogenic kinetic assay; higher % means a stronger effect. Leucine aminopeptidase (Plasmodium falciparum (isolate 3D7)). 220,000 compounds, 0.38% hits;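 active = compound inhibiting the enzyme by more than half at any dose during confirmatory dose-response retesting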;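 also: plate controls were full reaction with DMSO carrier for no effect and no enzyme background for full effect; strong numbers were not always called active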
Dynein transport: inhibitors of GR-EGFP nuclear translocation, primary screen, dynein cargo transport inhibitor project, imaging, high-content, 3617.4 mouse cells; test concentration mostly 20 µM; stimulated with dexamethasone, 1 µM; active compounds read low; z-score, hits read low; 220,000 compounds, 0.47% hits; AID 1381, 2008;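 active = plate z-score of nuclear minus cytoplasmic receptor signal below a set negative limit, without overly bright fluorescence or cell loss, cut at about -3.5 in these data, passing the limit was not always enough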;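 also: z-score of nuclear minus cytoplasmic ring GR-EGFP intensity difference per well; some compounds called inactive have numbers as strong as hits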
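Also added – dexamethasone, 1.0 µM final · Buffer or medium – tet-free, stripped-serum medium · Schedule – induction 48 h, compound 1 h, agonist 30 min · Detection – formaldehyde fixation, Hoechst nuclear stain, 10x automated fluorescence imaging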
Siah-1 displacement: Siah-1 peptide-binding antagonists, primary screen, biochemical, fluorescence polarization, rhodamine-plectin, uHTS (AID 1817). E3 ubiquitin-protein ligase SIAH1 (Homo sapiens). Siah-1 / rhodamine-plectin peptide fluorescence polarization; higher % means a stronger effect. displacement, % at 20 µM; hits with a dose series show IC50 in µM. 290,000 compounds, 0.02% hits;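 active = displacement of at least 50% at 20 µM, with a fluorescence ratio check between 0.3 and a set limit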;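 also: plate controls were Siah plus tracer with DMSO for no effect and tracer alone without Siah for full effect; strong numbers were not always called active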
PMI inhibition: human PMI inhibitors, high substrate, primary screen, biochemical, fluorescence intensity, high mannose 6-phosphate (AID 1220); inhibition, % at 20 µM; hits with a dose series show IC50 in µM; 190,000 compounds, 0.66% hits; Mannose-6-phosphate isomerase (Homo sapiens); recombinant PMI enzyme, coupled fluorescence intensity; higher % means a stronger effect
Dynein transport cytoplasmic EGFP: recorded beside Dynein transport, whose call it bears; z-score; measured here: cytoplasmic GR-EGFP intensity; active compounds read high
Dynein transport nuclear GR-EGFP: second read-out of Dynein transport, no call of its own (marks repeat the call); z-score; measured here: nuclear GR-EGFP intensity;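 lower value marks the stronger effect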
Dynein transport cell count: second read-out of Dynein transport, no call of its own (marks repeat the call); z-score; measured here: cell count per field
* hit, by the source's call; i = inactive; x = no result given. Rule as the data show it, unless noted: active = inhibition above about 50%; inactive = the rest.

SMILES | XIAP antagonists | M1AAP inhibition | human PMI inhibition | AID2073 | LYP inhibition | P. falciparum M17LAP | Dynein transport | Dynein transport cytoplasmic EGFP | Dynein transport nuclear GR-EGFP | Dynein transport cell count | Siah-1 displacement | PMI inhibition
COc1ccccc1N1CCN(C2CC(=O)N(C)C2=O)CC1 (stereo unspecified) | -6.8% | 5% | -1% | -15% | -10% | 9% | -1.2 | -0.38 | -0.6 | 0.68 | -3% | 11%
CCc1nc(N2CCCC2C(=O)O)c2oc3ccccc3c2n1 (stereo unspecified) | -2.2% | 1% | -1% | 8% | -7% | 15% | -0.57 | -0.23 | -0.64 | 0.66 | -3% | -6%
COc1cccc(-c2[nH]nc3c2C(c2ccc(C)o2)C(C#N)=C(N)O3)c1 (stereo unspecified) | -1.8% | 20% | 14% | -27% | 1% | 34% | -0.048 | -0.15 | 0.81 | 0.2 | 0% | 32%
CCN(CC(O)CON=C1c2ccccc2-c2ccccc21)S(=O)(=O)c1ccc(C)cc1 (stereo unspecified) | -8.3% | 1% | 18% | 2% | -5% | 4% | -0.38 | -0.28 | -0.16 | 0.93 | -4% | 12%
CCN1CCN(C(=O)c2oc(=O)c3ccccc3c2-c2ccc(C)cc2)CC1 | -5.5% | 4% | -2% | 3% | -4% | 4% | -0.061 | -0.18 | 0.22 | -0.024 | 0% | 4%
O=C(Cn1nnc2ccccc21)OCC(=O)c1ccc(Cl)c(Cl)c1 | -3.6% | -5% | -14% | 1% | -7% | 11% | -1.4 | 0.48 | -0.49 | 1.2 | -3% | -17%
c1ccc(-n2ncc3c(NCc4ccccn4)ncnc32)cc1 | -4.6% | 4% | 6% | 20% | -4% | -1% | 0.28 | -0.11 | 0.0059 | 1.1 | 2% | 3%
CCN(CC)c1ccc(-c2c(C#N)c(N)nc(OC)c2C#N)cc1 | -5.5% | 7% | 6% | 46% | -35% | 4% | i | x | x | -5 | -1% | 0%
COc1ccccc1NC(=O)N(Cc1ccco1)Cc1cc2cccc(C)c2[nH]c1=O | -0.5% | 3% | 14% | -4% | 5% | 0% | -0.098 | -0.18 | 0.16 | -0.21 | 5% | 14%
Cc1ccc(NC(=O)C2C(=O)N(CCO)C3(C)CC2c2ccccc2O3)cc1 (stereo unspecified) | 0.0% | 11% | -4% | -3% | 1% | -4% | 3 | -0.17 | 2.5 | -1.5 | 3% | -6%
O=C(Nc1nc2cc3c(cc2s1)OCO3)c1ccco1 | x | 0% | x | 1% | -8% | 3% | -0.49 | -0.83 | -0.53 | 0.63 | -7% | x
COc1cc(NC(=O)c2ccc([N+](=O)[O-])cc2)c(OC)cc1NC(=O)CC(C)C | -7.7% | -1% | -4% | 0% | -12% | 4% | -0.1 | -0.25 | 0.037 | 0.65 | 2% | 12%
COc1cc(S(=O)(=O)N(Cc2ccccc2)CC2CCCO2)ccc1-n1cnnn1 (stereo unspecified) | -4.1% | -1% | 1% | 7% | -7% | 4% | 2.2 | -0.11 | 1.1 | -1.2 | 5% | -2%
CC(=O)c1cccc(NC(=S)NC2CC2)c1 | -2.7% | 2% | 3% | -7% | -7% | -13% | 1.1 | -0.27 | 1.3 | -1.3 | -1% | -1%
N=c1c2c(ncn1Cc1ccco1)Oc1ccc3ccccc3c1C2c1ccccc1 (stereo unspecified) | -12% | 8% | -10% | 5% | -4% | 11% | 0.2 | -0.25 | -0.011 | -0.6 | -5% | -8%
COc1ccccc1NC(=O)c1ccc(NC(=O)CSc2ncn[nH]2)cc1 | -3.7% | 14% | 7% | 0% | -3% | 6% | -0.33 | -0.3 | -0.51 | 1.2 | -7% | -2%
O=c1c2cc(N3CCOCC3)ccc2[nH]c(=S)n1Cc1ccc(Cl)cc1 | -5.0% | 6% | -10% | 2% | -6% | -7% | 0.087 | -0.18 | -0.17 | 0.58 | -2% | -15%
O=C(Cc1ccccc1)N1CCC(O)(c2cccnc2)CC1 | -13% | -1% | 6% | 11% | -6% | -5% | -0.37 | -0.098 | -0.34 | 0.62 | 0% | -4%
CC(=O)c1ccc(NC(=O)c2cnn3ccccc23)cc1 | -0.8% | 1% | 8% | -5% | 0% | 9% | -0.23 | -0.24 | -0.13 | 0.047 | -1% | 12%
O=C(NCCc1ccccc1)/C(=N\O)c1ccccc1 | -3.3% | 7% | 1% | 1% | -4% | 6% | -0.81 | -0.31 | -0.6 | 0.91 | 0% | 2%
CC(=O)Nc1ccccc1Sc1ccccc1 | -1.0% | -5% | 14% | 2% | 2% | 4% | -0.78 | 0.21 | -0.047 | -0.054 | 1% | 17%
C=CCOC(=O)c1cn(CC)c2nc(C)ccc2c1=O | 0.4% | -1% | -7% | -5% | -1% | 2% | 0.39 | -0.29 | 0.32 | -0.17 | 4% | -6%
Cc1occc1-c1nnc(SCC(=O)N2CCOCC2)n1CCc1ccccc1 | -3.0% | 6% | 8% | 8% | 0% | 17% | 1.1 | -0.31 | 0.45 | -0.22 | 1% | 5%
CC(C)c1ccc(NC(=O)CNC(=O)Cn2cnc3ccccc3c2=O)cc1 | -3.7% | 2% | 6% | -4% | -6% | 7% | 0.19 | -0.33 | 0.0014 | 0.57 | -7% | 4%
CCOc1cc(C(=O)Nc2ccncc2)cc(OCC)c1OCC | -3.7% | 7% | x | -13% | 6% | -2% | -0.53 | -0.31 | -0.24 | 0.61 | -2% | x

New compounds follow
SMILES | XIAP antagonists | M1AAP inhibition | human PMI inhibition | AID2073 | LYP inhibition | P. falciparum M17LAP | Dynein transport | Dynein transport cytoplasmic EGFP | Dynein transport nuclear GR-EGFP | Dynein transport cell count | Siah-1 displacement | PMI inhibition
COc1ccccc1-c1nnc(N(C)C(=O)C2CCCO2)s1 (stereo unspecified) | 0.6% | 11% | 3% | -1% | -11% | 5% | -0.89 | -0.24 | -0.14 | 1.3 | 0% | -2%
CCCOC(=O)C1=C(C)NC2=C(C(=O)CCC2)C1c1cc(OC)ccc1OC (stereo unspecified) | -5.5% | 6% | 12% | 4% | -5% | 13% | -0.27 | -0.29 | -0.056 | 0.11 | -3% | 10%
Clc1ccc2nc(SCc3nnc(-c4ccccc4)o3)[nH]c2c1 | -2.9% | 4% | 6% | 0% | -2% | -12% | 1.7 | -0.19 | 1.9 | -2.6 | 0% | 3%
CCOc1cc(NC(=S)NCC2CCCO2)c(OCC)cc1NC(=O)c1ccc(OC)cc1 (stereo unspecified) | 0.0% | 4% | 17% | -11% | 4% | -6% | -0.43 | -0.14 | -0.13 | 1.1 | -7% | 35%
CCC(C(=O)NC1CCCC1)N(C(=O)Cn1nnc(-c2ccc(C)o2)n1)c1cnc2ccccc2c1 (stereo unspecified) | -0.8% | 5% | 4% | -10% | 4% | 4% | -0.11 | -0.25 | -0.023 | -0.87 | 2% | -2%
Cc1ccc(NCc2nc3ccccc3n2C)cc1 | -1.0% | 11% | 20% | -4% | -4% | 10% | 0.15 | -0.27 | -0.62 | 1.1 | -4% | 14%
CC(C)(C)c1cc[n+](-c2[nH]c(=O)sc2/C=N/NC([S-])=Nc2ccccc2)cc1 | x | 8% | x | -38% | -1% | -3% | 0.86 | -0.17 | 0.023 | -0.24 | 7% | x
COc1ccc(CN2CC(C(=O)NCCN3CCN(c4ccccc4F)CC3)CC2=O)cc1 (stereo unspecified) | -5.7% | -2% | -3% | 7% | -2% | -2% | -1.1 | 0.29 | -0.24 | 0.11 | -1% | -11%
OCCNCCOc1ccc(Cl)c(Cl)c1 | 3.7% | 1% | 2% | -4% | -7% | 6% | -0.28 | -0.28 | -0.6 | 0.42 | -4% | 5%
CCN(CC)c1ccc(/C=N/NC(=O)c2c(Cl)cnn2C)c(O)c1 | -21% | 2% | -12% | 3% | 2% | -31% | 0.49 | -0.2 | 0.37 | -0.091 | -5% | -13%
O=C(c1ccccc1[N+](=O)[O-])N1CCN(Cc2ccc3c(c2)OCO3)CC1 | -4.2% | 5% | 10% | 9% | -8% | 20% | 2.6 | -0.24 | 0.9 | -1.5 | 6% | 7%
COc1ccc(C(C)=O)cc1CS(=O)(=O)CC(=O)O | -0.9% | 1% | 4% | 2% | -4% | -6% | 0.59 | -0.35 | 0.54 | -0.48 | 15% | 6%
O=C(COc1ccc(Cl)cc1Cl)Nc1ccc2nc3n(c(=O)c2c1)CCCC3 | -4.7% | 3% | 1% | -5% | 0% | 4% | -0.38 | -0.33 | 0.12 | 0.063 | 2% | -1%

Pulled one by one from above, 4 records:
SMILES | XIAP antagonists | M1AAP inhibition | human PMI inhibition | AID2073 | LYP inhibition | P. falciparum M17LAP | Dynein transport | Dynein transport cytoplasmic EGFP | Dynein transport nuclear GR-EGFP | Dynein transport cell count | Siah-1 displacement | PMI inhibition
Cc1ccc(NC(=O)C2C(=O)N(CCO)C3(C)CC2c2ccccc2O3)cc1 (stereo unspecified) | 0.0% | 11% | -4% | -3% | 1% | -4% | 3 | -0.17 | 2.5 | -1.5 | 3% | -6%
O=c1c2cc(N3CCOCC3)ccc2[nH]c(=S)n1Cc1ccc(Cl)cc1 | -5.0% | 6% | -10% | 2% | -6% | -7% | 0.087 | -0.18 | -0.17 | 0.58 | -2% | -15%
CCc1nc(N2CCCC2C(=O)O)c2oc3ccccc3c2n1 (stereo unspecified) | -2.2% | 1% | -1% | 8% | -7% | 15% | -0.57 | -0.23 | -0.64 | 0.66 | -3% | -6%
c1ccc(-n2ncc3c(NCc4ccccn4)ncnc32)cc1 | -4.6% | 4% | 6% | 20% | -4% | -1% | 0.28 | -0.11 | 0.0059 | 1.1 | 2% | 3%

Screens deposited in PubChem by several laboratories.
